Source: PubChem BioAssay (several laboratories)
S1P2 ag: activates the human S1P2 receptor. O95136. AID 729. activation, % at 4.5 µM. S1P2-expressing cell line, agonist reporter read-out. actives 0.46% (n = 97,000); in the data active = activation above about 16%;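 also: 0% = vehicle low control and 100% = maximal reference agonist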
Target sequence (O95136 whole entry, looked up): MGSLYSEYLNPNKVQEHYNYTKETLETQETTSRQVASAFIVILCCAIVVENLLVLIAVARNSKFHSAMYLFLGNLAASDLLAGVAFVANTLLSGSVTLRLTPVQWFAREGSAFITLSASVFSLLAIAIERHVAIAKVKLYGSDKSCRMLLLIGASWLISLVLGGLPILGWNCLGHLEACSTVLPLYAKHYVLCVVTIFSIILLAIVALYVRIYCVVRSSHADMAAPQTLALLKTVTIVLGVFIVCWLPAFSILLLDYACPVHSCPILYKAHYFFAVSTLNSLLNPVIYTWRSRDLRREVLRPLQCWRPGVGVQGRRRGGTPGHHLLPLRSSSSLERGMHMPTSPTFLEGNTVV
Fibroblast inh: blocks proliferation of human lung fibroblasts; viability, % at 10 µM; AID 719; LL 47 human lung fibroblast viability, ATP luminescence; stronger effect = lower value; actives 1.1% (n = 85,000);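 active = viability at or below 50% in the single dose screen; inactive = viability above 50%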;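 also: compound exposure lasted 72 h before the ATP readout; 100% = median luminescence of untreated cell-only wells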
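Material: Human LL 47 lung fibroblast cells | Input: 1,150 cells/well | Buffer or medium: IMEM plus 15% FBS | Compound dosing: 0.1% DMSO in all compound wells | Times: Overnight cell rest, 72 h compound treatment at 37 °C | Signal: CellTiter-Glo luminescence measuring cellular ATP | Measure: % viability versus median cells-only luminescence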
PostGolgi yeast: growth inhibition of a yeast mutant, post-Golgi transport screen | AID 739 | post-Golgi transport phenotypic cell assay | inhibition, % at 10 µM | actives 0.9% (n = 98,000);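 also: yeast cells grown in 1536-well plates; yeast grown about 18 h at 30C before absorbance read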
PostGolgi ctrl: inhibits growth of the yeast control strain. efflux-deficient yeast background strain, growth absorbance A615, 16 h. inhibition, % at 10 µM. actives 5% (n = 98,000). AID 738
H69AR growth 86K: blocks growth of human H69AR lung tumor cells; H69AR lung tumor viability, ATP luminescence, 72 h; stronger effect = lower value; actives 6% (n = 85,000); AID 598; viability, % at 10 µM;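 active = viability at or below 40%; inactive = viability above 40%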;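 also: multidrug resistant small cell line overexpressing MRP-1 efflux transporter; 100% = mean luminescence of untreated control wells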
DAT uptake mod: changed human dopamine transporter uptake under cocaine IC80. Q01959. LLC-PK1 hDAT cells, [14C]-dopamine uptake with cocaine IC80; actives deviate in either direction. B-score at 10 µM. actives 1.3% (n = 110,000). AID 449768;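 active = Z score or B-score, a plate-position-corrected score, falls beyond the plate's 99.7% confidence bounds, in either direction; inactive = both scores lie inside the 99.7% bounds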;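 also: scored against the spread of the other compound wells on the same plate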
Target sequence (Q01959 whole entry, looked up): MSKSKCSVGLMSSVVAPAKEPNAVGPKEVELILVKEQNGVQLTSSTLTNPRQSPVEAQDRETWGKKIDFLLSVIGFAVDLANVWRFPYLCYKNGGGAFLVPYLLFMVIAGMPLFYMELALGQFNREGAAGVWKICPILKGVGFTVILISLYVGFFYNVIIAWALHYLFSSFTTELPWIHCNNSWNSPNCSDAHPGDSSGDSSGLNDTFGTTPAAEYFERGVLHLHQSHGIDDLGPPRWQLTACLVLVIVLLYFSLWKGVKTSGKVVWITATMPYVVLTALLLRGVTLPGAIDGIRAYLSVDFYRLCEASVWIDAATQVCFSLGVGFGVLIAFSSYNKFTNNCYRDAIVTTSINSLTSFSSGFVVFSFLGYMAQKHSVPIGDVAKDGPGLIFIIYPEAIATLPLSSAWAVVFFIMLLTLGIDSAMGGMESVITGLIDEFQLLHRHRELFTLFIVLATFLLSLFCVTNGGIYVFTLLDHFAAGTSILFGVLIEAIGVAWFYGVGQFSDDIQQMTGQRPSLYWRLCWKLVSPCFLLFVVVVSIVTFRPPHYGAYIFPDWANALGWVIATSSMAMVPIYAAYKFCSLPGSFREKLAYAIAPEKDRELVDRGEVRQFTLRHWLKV
E coli WT exp: blocks growth of wild type E. coli BW25113; OD600 absorbance; growth inhibition, % at 100 µM; actives 0.15% (n = 98,000); AID 710;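 active = growth inhibition above about 50% at one test dose, limit read from the data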;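 also: growth measured after 20 h incubation at 37 °C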
HUVEC prolif 384: inhibitors of human endothelial cell proliferation; HUVEC proliferation, CellTiter-Glo luminescence, 72 h; stronger effect = lower value; viability, % at 10 µM (by protocol); actives 1.1% (n = 86,000);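 active = viability at or below 30%; inactive = viability above 30%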;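 also: 100% = median luminescence of DMSO-only cell control wells on each plate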
S1P2 antag: S1P2 (human) receptor antagonism. O95136. inhibition, % at 5 µM. actives 0.21% (n = 97,000). AID 736. cell-based S1P2 antagonist assay, inhibition at 5 uM; in the data active = inhibition above about 45%;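 also: CRE beta-lactamase reporter cells expressing human S1P2 stimulated with S1P; 0% = agonist at EC80 alone and 100% = agonist plus reference antagonist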
Active calls of the source: *; . = not tested or not shown. Rule as the data show it, unless noted: active = inhibition above about 30%; inactive = the rest.

SMILES | S1P2 ag | Fibroblast inh | PostGolgi yeast | PostGolgi ctrl | H69AR growth 86K | DAT uptake mod | E coli WT exp | HUVEC prolif 384 | S1P2 antag
CCOC(=O)c1cnc(Nc2nc3ccccc3o2)nc1CN1CCN(C)CC1 | -3 | . | 16 | 16 | . | . | 8 | . | 18
COc1cc(CO)cc(-c2cc(CO)cc(OC)c2OC)c1OC | -9 | 99 | 1 | 5 | 82 | 0.087 | -5 | 99 | 2
COc1ccc(Nc2nnc(Cc3ccccc3)c(=O)[nH]2)c(OC)c1 | 7 | 92 | 2 | 7 | 90 | -0.92 | 6 | 94 | 16
Cc1cc(C)n(CC(C)O)c(=O)c1C#N (configuration not stated) | -3 | . | 19 | 0 | . | 0.34 | 1 | . | 19
COc1ccc(C(=O)Nc2ccc(Cl)cc2C(=O)NCc2ccco2)cc1 | -10 | 84 | . | . | 29* | -0.55 | . | 63 | 4
CCOc1ccc(-c2nc(S(=O)(=O)c3ccccc3)c(NCc3cccnc3)o2)cc1 | -2 | 105 | 12 | 8 | 92 | -0.046 | 4 | 115 | -2
COC(=O)c1ccc(Sc2ccccc2NS(=O)(=O)c2ccc(NC(C)=O)cc2)nc1 | -2 | . | -6 | 17 | . | -0.7 | -7 | . | 16
Cc1ccc(C(NC(N)=O)c2ccccc2C)cc1 (configuration not stated) | -4 | 90 | -7 | 3 | 94 | -0.66 | -1 | 93 | -7
CCOC(=O)C1=C(C)Nc2nc(SCC(=O)OC)nn2C1c1cc(F)cc(F)c1 (configuration not stated) | -4 | 93 | -6 | -5 | 97 | 0.8 | 6 | 91 | 3
Cn1ccnc1C(O)(c1nnc(-c2ccccc2)o1)C(F)(F)F (configuration not stated) | -6 | . | 12 | -2 | . | -0.027 | 2 | . | 12
CCCc1cc(=O)[nH]c(SCCOc2ccc(Cl)cc2)n1 | -3 | 102 | 10 | 11 | 107 | -0.0019 | -2 | 90 | -6
O=C(Nc1ccccc1)N1CCSc2cc(Cl)ccc21 | -4 | . | -1 | 1 | . | 0.066 | -13 | . | 22
COc1ccc(N/C(=C(/C(Cl)=C(Cl)Cl)[N+](=O)[O-])n2nnc3ccccc32)cc1 | -1 | 102 | -8 | 1 | 74 | -0.6 | -9 | 83 | 7
Cc1cccc(OC(=O)C2C(c3ccccc3)C(C(=O)O)C2c2ccccc2)c1 (configuration not stated) | -5 | 93 | 14 | -6 | 88 | 1.4 | -3 | 89 | -11
COc1ccc(NC(=O)CSc2nnc(-c3cccnc3)o2)cc1 | -7 | 105 | 14 | 8 | 110 | -0.15 | 6 | 119 | 26
CCN1CCN(CCNC(=O)c2ccc(CS(=O)(=O)c3c(Cl)cccc3Cl)o2)CC1 | -3 | 100 | -7 | -2 | 98 | -1.9 | -1 | 92 | -2
COc1ccc(-c2noc(COc3ccccc3OC)n2)cc1OC | . | 105 | 1 | 12 | 100 | -0.064 | -7 | 122 | .
O=C(OCc1ccc(COC(=O)c2ccccn2)cc1)c1ccccn1 | -5 | 103 | 2 | 2 | 98 | -0.25 | 9 | 99 | -3
COC(=O)C1C(c2ccccc2)C(C(=O)N2CCN(C)CC2)C1c1ccccc1 (configuration not stated) | -2 | 103 | 12 | 0 | 97 | -0.7 | 9 | 109 | 8
O=C(NNC(=O)C1COc2ccccc2O1)c1ccccc1 (configuration not stated) | -3 | . | 3 | 6 | . | 0.013 | -1 | . | -8

Record cards, from the list above.
Cc1ccc(C(NC(N)=O)c2ccccc2C)cc1 (configuration not stated) across the screens: S1P2 ag: -4; Fibroblast inh: 90; PostGolgi yeast: -7; PostGolgi ctrl: 3; H69AR growth 86K: 94; DAT uptake mod: -0.66; E coli WT exp: -1; HUVEC prolif 384: 93; S1P2 antag: -7
CCOC(=O)C1=C(C)Nc2nc(SCC(=O)OC)nn2C1c1cc(F)cc(F)c1 (configuration not stated) across the screens: S1P2 ag: -4; Fibroblast inh: 93; PostGolgi yeast: -6; PostGolgi ctrl: -5; H69AR growth 86K: 97; DAT uptake mod: 0.8; E coli WT exp: 6; HUVEC prolif 384: 91; S1P2 antag: 3
COc1ccc(C(=O)Nc2ccc(Cl)cc2C(=O)NCc2ccco2)cc1 across the screens: S1P2 ag: -10; Fibroblast inh: 84; PostGolgi yeast: .; PostGolgi ctrl: .; H69AR growth 86K: 29*; DAT uptake mod: -0.55; E coli WT exp: .; HUVEC prolif 384: 63; S1P2 antag: 4

Further results follow.
SMILES | S1P2 ag | Fibroblast inh | PostGolgi yeast | PostGolgi ctrl | H69AR growth 86K | DAT uptake mod | E coli WT exp | HUVEC prolif 384 | S1P2 antag
OCc1nc2ccccc2n1CCCOc1ccccc1 | . | 95 | 5 | 3 | 74 | 0.38 | 0 | 97 | .
C=CCN1C(=O)C2C(C(=O)NC)C3(C)C=CC2(O3)C1C(=O)NCc1ccc(OC)cc1 (configuration not stated) | . | 96 | 0 | 4 | 85 | -0.8 | -5 | 97 | .
COc1ccc(CNC(=O)C(c2ccco2)N(Cc2cccs2)C(=O)Cc2cccs2)cc1 (configuration not stated) | -7 | 88 | -3 | 24 | 88 | -0.33 | 1 | 65 | 28
COC(=O)c1cc2oc(C)cc2n1CC(=O)N1CCCc2ccccc21 | -8 | 100 | -8 | 22 | 88 | . | -4 | 102 | 9
Cn1cnc([N+](=O)[O-])c1Nc1cccc(O)c1 | -6 | 97 | 4 | 0 | 88 | -0.86 | 5 | 96 | 5
COc1cc(C)ccc1OCCCON1C(=O)CCC1=O | -3 | 93 | 2 | -3 | 98 | -1.2 | -3 | 98 | 6
Cc1ccc(-c2nn3c(C)nnc3s2)cc1NC(=O)c1ccc(Br)o1 | 2 | 103 | 8 | -3 | 85 | 0.19 | -3 | 79 | -26
Cc1nc2nc(COc3ccccc3)nn2c(C)c1Cl | -4 | 100 | 5 | 18 | 80 | 1.4 | -2 | 93 | -18
N/C(=N\OC(=O)CC1CCCCC1)c1ccccn1 | -7 | . | -6 | 28 | . | -0.13 | 0 | . | -6
COCCn1c(-c2ccc(OC)cc2)cnc1SCC(=O)Nc1cc(C)on1 | -7 | 99 | -3 | 7 | 94 | 0.02 | -1 | 88 | 31
Cc1c(NC(=O)Nc2ccc(Cl)c(Cl)c2)sc(=S)n1C | -3 | 100 | . | . | 84 | -1.2 | . | 83 | 12
COc1ccc(NC2=NCCC(=O)N2Cc2cccs2)cc1 | -3 | 90 | -1 | 5 | 98 | -1.2 | -6 | 95 | 0
COc1ccccc1CNC(=O)COC(=O)c1ccc(NC(N)=O)cc1 | . | 97 | 5 | -9 | 91 | 2.1 | 7 | 90 | .
COc1ccc(CNc2cc([N+](=O)[O-])ccc2OC)cc1 | 0 | . | -8 | 14 | . | -0.61 | -7 | . | -24
C/C(=N\NC(=O)c1nn(C)cc1Br)c1cccc(NC(=O)C(C)(C)C)c1 | -5 | . | -1 | -7 | . | -0.62 | -1 | . | -4
CCOC(=O)C(CC)/C(C)=N/NC(=O)c1ccc([N+](=O)[O-])cc1 (configuration not stated) | -4 | . | 7 | -2 | . | 0.45 | 3 | . | -16
COC(=O)CSc1nc2cc(Cl)ccc2c(=O)n1C1CCCC1 | 1 | 102 | -3 | 13 | 85 | 0.027 | 5 | 89 | -2
Cn1nc(-c2ccc(N3CCOCC3)c(NS(=O)(=O)c3ccccc3)c2)c2ccccc2c1=O | 1 | 78 | -3 | 9 | 57 | -1.3 | -6 | 91 | -35
CC(=O)Nc1ccc(S(=O)(=O)N(C)c2ccc(O)cc2)cc1 | 0 | 105 | -8 | -3 | 107 | -1.3 | 3 | 98 | 8
Cc1ccccc1C(=O)NNC(=O)Cc1cccc2ccccc12 | -7 | 102 | 2 | 14 | 96 | -0.72 | 2 | 93 | -6

Gathered by group: those above containing bromine (2)
SMILES | S1P2 ag | Fibroblast inh | PostGolgi yeast | PostGolgi ctrl | H69AR growth 86K | DAT uptake mod | E coli WT exp | HUVEC prolif 384 | S1P2 antag
Cc1ccc(-c2nn3c(C)nnc3s2)cc1NC(=O)c1ccc(Br)o1 | 2 | 103 | 8 | -3 | 85 | 0.19 | -3 | 79 | -26
C/C(=N\NC(=O)c1nn(C)cc1Br)c1cccc(NC(=O)C(C)(C)C)c1 | -5 | . | -1 | -7 | . | -0.62 | -1 | . | -4

Three compounds drawn at random from those above, as already listed:
SMILES | S1P2 ag | Fibroblast inh | PostGolgi yeast | PostGolgi ctrl | H69AR growth 86K | DAT uptake mod | E coli WT exp | HUVEC prolif 384 | S1P2 antag
COc1cc(C)ccc1OCCCON1C(=O)CCC1=O | -3 | 93 | 2 | -3 | 98 | -1.2 | -3 | 98 | 6
Cc1c(NC(=O)Nc2ccc(Cl)c(Cl)c2)sc(=S)n1C | -3 | 100 | . | . | 84 | -1.2 | . | 83 | 12
C=CCN1C(=O)C2C(C(=O)NC)C3(C)C=CC2(O3)C1C(=O)NCc1ccc(OC)cc1 (configuration not stated) | . | 96 | 0 | 4 | 85 | -0.8 | -5 | 97 | .

Next section.
SMILES | S1P2 ag | Fibroblast inh | PostGolgi yeast | PostGolgi ctrl | H69AR growth 86K | DAT uptake mod | E coli WT exp | HUVEC prolif 384 | S1P2 antag
CCOc1ccc(CN(C(=O)c2oc3ccccc3c2C)C2CCS(=O)(=O)C2)cc1 (configuration not stated) | -4 | 97 | 5 | 11 | 76 | -0.38 | -6 | 72 | 12
COc1ccc(CNC(=O)CSc2nnc(-c3ccc(NC(C)=O)cc3)n2C)cc1 | -5 | 96 | 11 | -8 | 91 | -0.038 | -2 | 99 | 6
CC(=O)N1CCc2cc(S(=O)(=O)CCC(=O)N3CCN(C(=O)c4ccco4)CC3)ccc21 | -4 | 109 | . | . | 86 | -0.15 | . | 98 | 23
CCC(CC)C(=O)Nc1ccc(Sc2ccc([N+](=O)[O-])cc2)cc1 | -2 | . | 8 | 0 | . | 0.02 | 3 | . | 1
CC1(C)Cc2c(sc(/N=C/N3CCCCC3)c2C#N)C(C)(C)N1 | -5 | 92 | 17 | 8 | 98 | 0.026 | 4 | 90 | -7
COc1ccc(-c2csc(NC(=O)C3CCCO3)n2)cc1 (configuration not stated) | -4 | 107 | 7 | -6 | 86 | -0.45 | 7 | 108 | 0
COc1ccc2[nH]c(=O)c(CN(Cc3ccc(C)cc3)Cc3nnnn3CC3CCCO3)cc2c1 (configuration not stated) | -5 | 91 | 0 | 5 | 61 | -0.016 | 1 | 92 | 7
Cc1ccc(C(C)NC(=O)c2cc(C)oc2C)cc1 (configuration not stated) | -8 | 89 | 2 | 33* | 98 | -0.067 | 3 | 89 | 9
Cc1ccc(CNC(=O)c2cccc(S(C)(=O)=O)c2)cc1 | 0 | 102 | 5 | 0 | 92 | 0.03 | 1 | 111 | 1
c1coc(C2Nc3ccccc3C3OCCC23)c1 (configuration not stated) | -6 | 104 | -3 | 5 | 97 | -0.65 | 0 | 100 | -1
CC(=O)Nc1cccc(S(=O)(=O)N2CCCCCC2)c1 | -3 | . | 1 | 3 | . | 0.057 | 6 | . | 22
O=C(c1ccco1)[C@@H]1[C@@H]2C(=O)N(c3ccc(F)cc3)C(=O)[C@@H]2C2c3ccccc3C=CN21 (some centres not stated) | -6 | 97 | 5 | 3 | 91 | -0.066 | -6 | 93 | 20
COc1ccc(/C=N/NC(=O)CCCC(=O)NC2CCCCC2)cc1 | -7 | . | -1 | 0 | . | -0.6 | 10 | . | -12
COc1ccc(N2CSC3=C(C#N)C(c4cc(OC)c(OC)cc4OC)CC(=O)N3C2)c(OC)c1 (configuration not stated) | -5 | 96 | -3 | 1 | 77 | -1.6 | 11 | 94 | 7
CCOc1ccc2c(C)c(Cl)c(=O)oc2c1 | -4 | 92 | 3 | -6 | 89 | 0.049 | 0 | 86 | -6
COc1ccc(CCNC(=O)CCNS(=O)(=O)c2ccc3c(c2)CCN3C(C)=O)cc1OC | . | 88 | 2 | 4 | 96 | -1.2 | 6 | 87 | .
